Mdm2 MdmX PPI – inhibitors of human Mdm2/MdmX interaction | O15151+Q00987 | SaOS-2 split-luciferase Mdm2/MdmX complementation, luminescence | 330,000 tested, 3% active | AID 485346 | inhibition, % at 8 µM;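 active means inhibition of at least 50% at 8 µM in the primary screen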
UPR XBP1 act – adaptive UPR (XBP1) activation. activation, % at 20 µM. AID 463104. CHO-XBP1 luciferase reporter, IRE1-XBP1 UPR activation, luminescence; percent of tunicamycin response, DMSO as zero. 330,000 tested, 0.33% active;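 active means versus positive control, 20 µM dose yields 30% or more activation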;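 further: 100% = tunicamycin at 10 µg/mL and 0% = DMSO only wells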
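Material: IRE1-XBP1 luciferase reporter CHO line / Quantity: one thousand reporter cells per well / Buffer or medium: F12 with 10% serum / Compound: 20 µM single concentration, DMSO 1% / Times: 6 h treatment, 37 °C / Detection: Steady-Glo luciferase glow luminescence, 10 min after reagent addition / Benchmarks: tunicamycin high, DMSO low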
NR3A LBD binder – modulates the human NR3A ligand-binding domain; NR3A LBD differential scanning fluorimetry, Tm shift; 0% = protein alone, 100% = glycine-bound protein; Tm shift relative to glycine control, % at 25 µM; 340,000 tested, 2.5% active; AID 1259313;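 active means melting temperature shift of at least 10% of the positive control shift, at one fixed dose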
APJ ag – APJ receptor agonism; P35414; CHO-K1 APJ PathHunter beta-arrestin, luminescence; 0% DMSO wells, 100% apelin; activation, % at 20 µM; 330,000 tested, 0.11% active; AID 2520;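 active means activation more than six SD over the plate average, tested at 20 µM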;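 further: 0% = DMSO alone and 100% = apelin-13 at 10 nM; some results filed as inactive read as strong as hits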
Target sequence (P35414 whole entry, looked up): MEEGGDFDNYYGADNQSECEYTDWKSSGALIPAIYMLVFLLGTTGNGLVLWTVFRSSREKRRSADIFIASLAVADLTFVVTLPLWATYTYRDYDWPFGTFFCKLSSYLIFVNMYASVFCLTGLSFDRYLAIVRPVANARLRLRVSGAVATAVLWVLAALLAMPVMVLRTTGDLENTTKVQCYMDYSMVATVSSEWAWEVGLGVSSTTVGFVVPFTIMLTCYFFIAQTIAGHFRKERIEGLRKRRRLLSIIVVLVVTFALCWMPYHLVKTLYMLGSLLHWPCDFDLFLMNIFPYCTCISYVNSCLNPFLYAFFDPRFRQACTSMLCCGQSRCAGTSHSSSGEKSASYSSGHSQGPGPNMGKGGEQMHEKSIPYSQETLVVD
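Test system: CHO-K1 APJ beta-arrestin complementation cell line. Amount: cell density 1000 per well. Controls: DMSO negative, 10 nM Apelin-13 positive. Signal: luminescent beta-gal fragment complementation, chemiluminescent substrate. Read-out basis: agonist-driven arrestin binding to APJ. Timing: compound stimulation 90 min at 25 °C, detection 60 min.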
tim23-1 inh – inhibits growth of tim23-1 mutant yeast. S. cerevisiae tim23-1 growth, BacTiter-Glo luminescence, 24 h. inhibition, % at 20 µM. 330,000 tested, 1.3% active;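 active means growth inhibition of the mutant yeast at or above 50%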;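 further: temperature-sensitive mutant grown at 25 °C; plate controls were DMSO-treated mutant yeast for no effect and medium wells lacking yeast for full effect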
tim10-1 inh – growth inhibitors of tim10-1 mutant yeast | 330,000 tested, 2.2% active | S. cerevisiae tim10-1 ts strain growth, BacTiter-Glo, 24 h | inhibition, % at 20 µM;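 active means inhibition of at least 40%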;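 further: mutant grown at 25 °C; 0% = DMSO wells with yeast and 100% = wells holding no yeast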
NLRP3 yeast inh – blocks the NALP3 inflammasome reconstituted in yeast. 330,000 tested, 0.39% active. inhibition, % at 10 µM. Yeast reconstituted NLRP3/ASC/caspase-1, beta-gal luminescence, 24 h;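 active means inhibition of 50% or more; inactive means inhibition below 50%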;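 further: plate controls were induced DMSO wells for no effect and uninduced yeast grown without galactose for full effect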
TIM10 inh – inhibits growth of TIM10 yeast strain | S. cerevisiae TIM10 strain growth, BacTiter-Glo luminescence, 24 h | inhibition, % at 10 µM | 330,000 tested, 1.4% active | AID 463195;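 active means inhibition of 40% or more at the single tested concentration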;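 further: wild-type TIM10 isogenic control strain grown at permissive 25 °C; 0% = DMSO yeast wells and 100% = minimal medium wells without yeast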
UPR CHOP act – activators of apoptotic arm of unfolded protein response (CHOP); 330,000 tested, 0.34% active; CHO-CHOP luciferase reporter, UPR activation, luminescence; percent of tunicamycin response over DMSO baseline; activation, % at 10 µM;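 active means at 10 µM dose, activation of 40% or more, normalized to positive control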;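 further: 100% = tunicamycin at 10 µg/mL and 0% = DMSO alone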
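Test system: CHO-CHOP cells, stable luciferase reporter of PERK-eIF2a-CHOP signalling | Quantity: 500 CHO-CHOP cells per well | Buffer or medium: F12 plus 10% serum | Compound dosing: 10 µM single point, 0.5% DMSO | Schedule: 6 h compound treatment, 37 °C | Signal: Luciferase luminescence | Control set: Tunicamycin high control, DMSO low control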
Active calls of the source: *; / = no result given; & = joins results of further samples.

SMILES | Mdm2 MdmX PPI | UPR XBP1 act | NR3A LBD binder | APJ ag | tim23-1 inh | tim10-1 inh | NLRP3 yeast inh | TIM10 inh | UPR CHOP act
O=C(NCc1ccccn1)c1cccc(S(=O)(=O)Nc2ccccc2Cl)c1 | -8.6 | -0.7 | -1.0 | -1.7 | 6.7 | 4.1 | 4.1 | 1.8 | -1.3
O=C(CCNc1ccccc1)c1cccc([N+](=O)[O-])c1 | 1.2 | -4.3 | -10.7 | -2.4 | 19.1 | 24.2 | 7.0 | 13.2 | 0.8
CC1CCCCN1S(=O)(=O)c1ccc(C(=O)N(CCCN(C)C)c2nc3ccc(Br)cc3s2)cc1 (stereo not given) | 76.8* | 25.4 | 0.7 | 18.4 | 11.5 | 16.4 | 10.0 | 40.0 | 6.6
Cc1nn(CC(=O)Nc2ccc3c(c2)OCCO3)c(C)c1[N+](=O)[O-] | 3.2 | -3.6 | -0.2 | -1.0 | -1.9 | -21.9 | -3.5 | -6.1 | 0.9
COc1ccc(C(=O)N/C(=C/c2cccs2)C(=O)NC(C)(C)C)cc1OC | 1.0 | 0.0 | -1.1 | -3.3 | -3.1 | 4.6 | 16.2 | 4.2 | -0.3
CCOc1ccc(S(=O)(=O)NC(C)C(=O)NC2CCCC2)cc1 (stereo not given) | -4.3 | -4.6 | -1.2 | -6.3 | 11.3 | 12.1 | -3.1 | 4.5 | 1.3
Cc1ccc(N(C(=O)c2ccc(S(=O)(=O)N3CCCC3)cc2)C2C=CS(=O)(=O)C2)cc1 (stereo not given) | 20.1 | -2.9 | -0.3 | -7.2 | 6.6 | 2.2 | 9.4 | 5.7 | 1.1
COCCCn1c(=N)c(C(=O)NC2CCCCC2)cc2c(=O)n3ccccc3nc21 | -22.0 | -3.7 | -0.3 | -6.9 | -24.9 | -12.8 | -2.3 | 1.3 | -4.0
Cc1cc(S(=O)(=O)N2CCOCC2)ccc1OCC(=O)NCCCn1ccnc1 | -23.1 | -2.1 | -0.3 | 1.9 | -7.4 | 1.5 | 10.2 | -8.3 | -1.3
C[C@H](CO)N1C[C@H](C)[C@@H](CN(C)C(=O)Nc2ccc(C(F)(F)F)cc2)Oc2c(NS(=O)(=O)c3cn(C)cn3)cccc2C1=O | -8.5 | -0.8 | -4.6 | -0.5 | -1.5 | -5.4 | -6.5 | 9.0 | 0.7
c1coc(CN(Cc2ccco2)c2ncnc3c2oc2ccccc23)c1 | 39.2 | 8.7 | -0.3 | -0.3 | -27.7 | 15.9 | 6.5 | -0.9 | 2.5
CCN(CCCNC(=O)CN1C(=O)COc2ccc(S(=O)(=O)N3CCC(C)CC3)cc21)Cc1ccccc1 | 17.6 | -1.9 | -1.5 | -0.3 | -21.4 | 2.8 | 6.9 | 1.6 | 3.0
O=C(Nc1ccccc1Cl)c1ccc(S(=O)(=O)NCC2CCCO2)cc1 (stereo not given) | 2.6 | -8.1 | -0.9 | -0.7 | 1.2 | 2.4 | 21.2 | -2.1 | 0.7
O=C(CSc1ccc2nnc(-c3ccccn3)n2n1)N1CCOCC1 | 8.9 | -2.4 | -1.8 | -2.6 | 0.3 | -3.8 | -2.4 | -8.1 | 0.0
Cc1ccc(NC(=O)c2ccc(NCCN)c([N+](=O)[O-])c2)cc1Cl | 31.2 | 0.9 | -2.3 | -4.8 | 5.2 | -6.5 | 23.3 | 14.8 | 4.0
COc1ccccc1N1CCN(C2CCCN(C(=O)c3snnc3C)C2)CC1 (stereo not given) | 18.4 | -10.4 | 2.7 | -2.2 | 9.9 | 15.4 | -3.8 | 0.0 | -1.6
CC(=O)c1cccc(NC(=O)CCC(=O)c2ccc(F)cc2)c1 | -40.6 | -0.9 | -3.6 | -0.5 | 16.4 | 33.0 | 13.3 | 7.7 | -0.5
CC(C)/C(=N\NC(=O)Nc1ccccc1)c1ccccc1 | 6.4 | -2.3 | 0.4 | -4.9 | 27.0 | 30.7 | 17.7 | 7.4 | -2.0
COc1ccc(N(CC(=O)NCc2ccccc2OC)S(=O)(=O)c2ccc(C)cc2)cc1Cl | 19.6 | -4.3 | -5.2 | 5.8 | 24.6 | 16.5 | 13.8 | 6.4 | 0.3
Cc1cccc(NCc2nc(-c3ccccc3)no2)c1 | -6.9 | 2.2 | -3.5 | -3.9 | 28.2 | 36.4 | 26.0 | 9.1 | 0.9
CCOc1ccc(C(=O)Nc2cccc(C(=O)O)c2C)cc1Cl | -116.4 | -4.2 | -2.5 | -1.0 | 1.8 | 9.5 | 2.9 | -0.2 | -9.2
CCOC(=O)C1CCN(Cc2ccccn2)CC1 | -21.2 | -3.2 | / | 0.5 | -13.3 | -10.6 | -3.8 | 2.6 | -0.9
COC(=O)c1c(NC(=O)c2cccc(N3C(=O)CCC3=O)c2)sc2c1CCN(C(C)=O)C2 | 26.2 | 1.6 | -1.2 | 3.7 | -2.0 | -17.4 | 21.2 | 10.5 | 0.6
C#CCNC(=O)C1=C[C@@H](c2ccc(C#C)cc2)[C@H](CCCO)[C@@H](OCC)O1 | -22.4 | -2.6 | 0.8 | 0.5 | 19.0 | 17.5 | 3.9 | 14.1 | 1.5
COc1ccc(-n2nnnc2-c2cn(C)nc2C(F)(F)F)cc1 | 9.8 | -1.2 | 2.2 | 3.5 | 1.5 | -0.7 | 22.4 | 5.8 | -2.1
O=C(CCC(=O)n1ncc2ccccc21)NCc1ccccc1Cl | 21.7 | -2.4 | -2.0 | -2.3 | 11.8 | -18.9 | 10.7 | -4.2 | -0.2
Cc1cc(NC(=O)Nc2cccc(C)c2C)no1 | 23.6 | -1.5 | -0.8 | 1.2 | 5.1 | 9.7 | 12.4 | 11.2 | 0.0
Cc1ccccc1C(=O)NNC(=S)NC(=O)c1cccnc1 | 8.8 | 0.1 | -1.4 | -3.2 | -5.5 | 27.8 | 22.5 | 9.7 | 0.4
O=S(=O)(c1ccc(F)cc1)N1CCN(CC(O)COc2ccccc2F)CC1 (stereo not given) | 13.4 | 0.5 | -0.7 | -3.8 | 15.1 | 10.3 | 15.1 | -3.7 | -0.5
O=C(NCc1ccc(F)cc1)C1CC(=O)N(C2CCCCC2)C1 (stereo not given) | 3.6 | -1.8 | 3.2 | 0.5 | -7.8 | -9.7 | 14.5 | -4.4 | 0.9
O=C1c2ccccc2-c2nnc(-c3ccc(F)cc3)cc21 | -77.7 | -6.9 | -2.7 | -6.7 | -2.6 | -16.6 | 28.2 | 6.1 | -3.0
N#C/C(=C/c1ccc(OCc2ccc(C(=O)O)cc2)cc1)C(=O)Nc1ccccc1 | -0.1 | 2.5 | 3.0 | 1.0 | 11.1 | 8.8 | 18.3 | 8.3 | 1.3
CC(C)(C)C1CCC(=NNc2nc3ccccc3[nH]2)CC1 (stereo not given) | 47.2 | -4.5 | -0.2 | -2.0 | 5.4 | -5.7 | 20.7 | -5.8 | 0.7
COc1ccc2oc(C(=O)NC(C)(C)C)c(C)c2c1 | -48.9 | 0.1 | -0.4 | -2.7 | 8.8 | 19.3 | 27.3 | 6.3 | 4.5
Cc1cc(C)c(C(=O)COC(=O)CCNS(=O)(=O)c2c(Cl)cccc2Cl)cc1C | -4.2 | -2.0 | 3.4 | 0.6 | 21.6 | 34.2 | 10.3 | 12.1 | -1.1
Cc1nc(=O)c(-c2ccccc2)c(C)n1-c1ccc(O)cc1 | 28.3 | -0.9 | 4.4 | -2.1 | 22.1 | 16.5 | -0.8 | -6.9 | 1.6
CCc1nnc(NC(=O)C2CCCN2C(=O)Nc2ccc(Cl)cc2)s1 (stereo not given) | 3.9 | 0.6 | -2.3 | -0.5 | -2.8 | -22.5 | 3.9 | -9.7 | 1.8
COc1cccc(CNC(=O)c2ccncc2)c1 | 21.5 | 0.0 | 0.9 | -2.6 | -6.3 | -2.9 | 14.7 | 2.5 | -2.5
COc1ccc(-c2c(C)n([O-])c3c([n+]2=O)CCC3)cc1OC | -5.4 | -1.1 | 1.5 | -1.6 | -1.7 | 3.6 | -9.4 | -1.8 | 1.1
COc1ccc(C(=O)NNC(=O)c2snnc2C)cc1 | 11.4 | 1.9 | -1.1 | -0.2 | -14.6 | -2.1 | 20.1 | 3.8 | 1.1
CCOC(=O)N1CCN(C(=O)c2cc3cc(OC)c(OC)cc3[nH]2)CC1 | -16.5 | -5.0 | -0.3 | -0.8 | 10.1 | 15.4 | 16.8 | -2.0 | 1.0
Cc1ccccc1OCC(O)Cn1c(=N)n(CCN2CCOCC2)c2ccccc21 (stereo not given) | 25.5&-21.4 | 13.7&-1.5 | -0.6&0.4 | -3.4&-3.9 | 10.3&5.4 | -2.4&-0.6 | -1.0&8.4 | 2.3&-7.4 | -0.9&0.7
O=C(NC(Cc1ccccc1)C(=O)O)C1CCN(S(=O)(=O)c2cccc(C(F)(F)F)c2)CC1 (stereo not given) | 10.1 | 0.0 | -1.8 | -4.2 | 10.2 | 17.6 | 12.5 | 1.2 | 0.7
O=C(NCc1ccc(-c2nc3ccccc3s2)cc1)c1ccco1 | -45.7 | 0.7 | 4.1 | -1.9 | 10.1 | 8.2 | 17.0 | 11.3 | 3.6
Cc1ccccc1OCC(=O)N(Cc1ccc(N(C)C)cc1)C1CCS(=O)(=O)C1 (stereo not given) | 5.4 | -1.0 | -1.3 | -1.7 | 1.5 | 12.4 | -1.4 | 7.9 | 0.0
COc1ccc(S(=O)(=O)N2CCOCC2)cc1NC(=O)Cc1ccc2c(c1)OCCO2 | 6.4 | -0.8 | -2.2 | -1.8 | -10.0 | -2.9 | 6.3 | 3.7 | 1.4
O=C(O)CC(NC(=O)CCc1ccccc1)c1ccc(Cl)cc1 (stereo not given) | -9.1 | -6.2 | 4.0 | 1.5 | 4.9 | 13.1 | 22.0 | -6.2 | 1.0
Cc1nn(S(=O)(=O)c2ccc(F)cc2)c(C)c1S(=O)(=O)N1CCOCC1 | 11.5 | -4.3 | 2.6 | 0.8 | 0.3 | -20.7 | 8.8 | -3.4 | -0.5
CCN(CC)CC(C(=O)N(CC)CC)P(=O)(c1ccccc1)c1ccccc1 (stereo not given) | -0.3 | 1.9 | -0.1 | -4.4 | 11.7 | 11.6 | 21.1 | 11.6 | -5.4
CC(C)Cn1c(O)c2ccc(C(=O)N=NC(=O)c3cccnc3)cc2c1O | -22.4 | -0.6 | -11.3 | 0.1 | 3.0 | -0.3 | 4.6 | -1.3 | 4.1
